# Source: PubChem BioAssay
# Autophagy HCS: modulators of autophagy; calls only at 10 µM (by protocol); MEF GFP-LC3 puncta imaging; test concentration mostly 10 µM; hit rate 0.98% among 190,000; AID 463193;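 active = percentage of spot-positive cells more than 3 SD above its plate mean, without a fluorescence outlier flag or 80% toxicity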;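 also: spot-positive cell cutoff set from DMSO-treated cells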
# HIV fusion peptide: cell-free HIV fusion peptide-binding blockers – biochemical, uHTS, fluorescence dequenching, primary screen (AID 1986); cell-free peptide binding, fluorescence dequenching, 30 min; higher % means a stronger effect; one-dose inhibition, % at 20 µM; IC50 in µM for titrated hits; hit rate 0.3% among 290,000; in the data active = inhibition mostly above about 52%, no sharp cut-off; inactive = mostly below about 76%; also: some results filed as inactive read as strong as hits
# AID2073: inhibitors of Mint1-CaV2.2 protein interaction, biochemical, HTRF (AID 2073) | HTRF protein-protein interaction, Mint1-CaV2.2; higher % means a stronger effect | inhibition, % at 20 µM, or IC50 in µM where a hit was titrated | hit rate 0.19% among 290,000; in the data active = inhibition mostly above about 51%, no sharp cut-off; also: some results filed as inactive read as strong as hits
# WT yeast gro inh: growth inhibition of WT yeast, mitochondrial fusion screen. inhibition, % at 10 µM. mitochondrial fusion phenotypic screen, WT strain. hit rate 2.1% among 190,000; in the data active = inhibition above about 58%; tested in S. cerevisiae
# Ins promoter up: MIN6 insulin promoter up-regulation; AID 1625; MIN6 insulin promoter-GFP reporter, high-content imaging; hits give high values; z-score at 5 µM; hit rate 0.3% among 190,000;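 active = z-score above 3 at 5 µM with at least 500 cells counted in the well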
# b-catenin transl: alters nuclear translocation of beta-catenin in HeLa cells; immunofluorescence imaging; nuclear translocation activity, % at 5 µM; hit rate 0.3% among 190,000; AID 1665;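 active = nuclear translocation activity above 50% at 5 µM, with a well cell count of 50 or more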;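 also: per-cell ratio of nuclear to cytoplasmic median beta-catenin stain intensity; plate controls were DMSO negative control for no effect and GSK-3 inhibitor IX positive control for full effect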
#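 assay system = human HeLa cells, endogenous beta-catenin | times = compound treatment 24 h, 37°C, 5% CO2 | detection = Anti-beta-catenin immunofluorescence on PFA-fixed, Triton-permeabilized cells, DAPI nuclei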
# Dynein transport: dynein cargo transport inhibition; 3617.4 mouse cells, GR-EGFP nuclear translocation imaging; test concentration mostly 20 µM; stimulated with dexamethasone, 1 µM; hits give low values; z-score, hits read low; hit rate 0.47% among 220,000; AID 1381;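 active = plate z-score of nuclear minus cytoplasmic receptor signal below a set negative limit, without overly bright fluorescence or cell loss, cut at about -3.5 in these data, passing the limit was not always enough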;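 also: z-score of nuclear minus cytoplasmic ring GR-EGFP intensity difference per well; some compounds called inactive have numbers as strong as hits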
#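 Buffer or medium: tet-free, stripped-serum medium; reagent: dexamethasone at 1.0 µM final, 30 min; incubation: 48 h induction, 1 h compound, 30 min dex at 37 °C; measured by: formaldehyde fixation, Hoechst nuclear stain, 10x automated fluorescence imaging; read-out: nuclear-to-cytoplasmic GR-EGFP distribution per well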
# MT stabilizer: microtubule stabilizers in HeLa cells; hit rate 0.83% among 200,000; % tubulin-high responders, % at 10 µM; HeLa tubulin immunostaining HCS, 24 h; share of cells brighter than vehicle mean+2SD; AID 2205;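 active = plate Z-score above 3 for both tubulin-high and condensed-nucleus cell shares, with cell loss under 80%, at 10 µM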;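 also: anti alpha tubulin signal scored within the nucleus-defined area of each cell; some results filed as inactive read as strong as hits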
# Yfh1-depleted yeast: enhancers of respiration in Yfh1-depleted yeast, dose response, Friedreich's ataxia, plus single-dose screen (AID 1465); S. cerevisiae Yfh1-off respiration, WST-1 reduction, 72 h; higher fold induction means a stronger effect; fold induction at 50 µM; hits with a dose series show EC50 in µM; hit rate 0.074% among 220,000;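 active = fold induction of absorbance versus untreated yeast above a set limit, then at least 30% activation at any dose in follow-up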;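 also: activators that raise dye reduction in frataxin-depleted yeast; strong numbers were not always called active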
# WT yeast gro inh mutant strain: further read-out of WT yeast gro inh, marked with its call; inhibition, %; mitochondrial fusion phenotypic screen, mutant strain inhibition
# Dynein transport cytoplasmic EGFP: also measured in Dynein transport; calls as there; z-score; measured here: cytoplasmic GR-EGFP intensity; hits give high values
# Dynein transport nuclear GR-EGFP: recorded beside Dynein transport, whose call it bears; z-score; measured here: nuclear GR-EGFP intensity;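 lower value marks the stronger effect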
# Dynein transport cell count: also measured in Dynein transport; calls as there; z-score; measured here: cell count per field
# Ins promoter up cell count: second read-out of Ins promoter up, no call of its own (marks repeat the call); cell count; measured here: cytotoxicity, nuclei count;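 total cells summed across four imaged fields per well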
# b-catenin transl cell count 5 µM: further read-out of b-catenin transl, marked with its call; cell count; measured here: cell count, cytotoxicity flag
# MT stabilizer Hoechst-high %: second read-out of MT stabilizer, no call of its own (marks repeat the call); % Hoechst-high responders; measured here: nuclear condensation Hoechst responders;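 share of cells brighter than vehicle mean plus two SD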
# MT stabilizer cytotoxicity %: further read-out of MT stabilizer, marked with its call; toxicity, %; measured here: cytotoxicity by cell density;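 0% = mean cell density of plate MIN control wells and 100% = no cells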
# Autophagy HCS cell loss 18 h: second read-out of Autophagy HCS, no call of its own (marks repeat the call); toxicity, %; measured here: cell loss, nuclei count;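 cell loss after 18 h compound exposure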
# Numbers without * were called inactive; i = inactive; / = no result given.
SMILES,Autophagy HCS,Autophagy HCS cell loss 18 h,HIV fusion peptide,AID2073,WT yeast gro inh,WT yeast gro inh mutant strain,Ins promoter up,Ins promoter up cell count,b-catenin transl,b-catenin transl cell count 5 µM,Dynein transport,Dynein transport cytoplasmic EGFP,Dynein transport nuclear GR-EGFP,Dynein transport cell count,MT stabilizer,MT stabilizer Hoechst-high %,MT stabilizer cytotoxicity %,Yfh1-depleted yeast
COc1ccc(S(=O)(=O)N2CCSC2c2ccc(OC)c(OC)c2)cc1 (stereo not drawn),i,-1,-1.5%,-5%,-13,5,0.91,845,-2.9,684,-0.48,-0.32,0.35,0.48,2.6,2.2,5.8,i
CCN1CCN(C(=O)CN(c2ccc(C)cc2)S(C)(=O)=O)CC1,i,-8,-0.8%,-4%,15,-4,1.7,1268,7.0,1124,0.29,-0.23,0.073,0.23,1.9,1.1,4.1,i
COc1ccccc1N1C(=O)CC(N(O)c2ccccc2)C1=O (stereo not drawn),/,/,-2.4%,7%,/,/,0.24,1385,15,824,0.77,0.007,0.4,-1.2,/,/,/,i
CSc1nc2ccccc2cc1/C=C(\C#N)c1cccc(C)c1,i,39,-2.3%,4%,56,18,/,/,/,/,-2.9,2,-0.98,0.88,27,7.9,49,i
Cc1nc([N+](=O)[O-])c(Br)n1CC(=O)c1ccccc1,i,0,0.2%,-15%,-10,6,0.37,889,-0.1,1034,-5.3*,1.7*,-2.8*,-0.25*,2.0,1.9,4.9,i
CC1CN(C(=O)c2ccccc2Nc2ccc(SC(F)F)cc2)CC(C)O1 (stereo not drawn),i,22,1.2%,18%,-20,2,-0.44,1673,-2.2,1138,-0.7,-0.2,-0.55,0.88,2.1,2.2,5.1,i
O=P(O)(O)c1ccccc1OCCOCCOc1ccccc1P(=O)(O)O,i,10,6.5%,-2%,-7,-9,1.2,1156,-0.6,1028,1.2,0.11,1.2,-0.68,5.2,1.7,12,i
O=C(NC1CCCc2ccccc21)C1CCN(S(=O)(=O)N2CCCCCC2)CC1 (stereo not drawn),i,-11,-1.3%,2%,7,1,-1.3,1050,3.3,1396,2.5,-0.14,1.9,-2,5.9,3.2,7.1,i
CC1=CC(C)(C)N(C(=O)CSc2ncn[nH]2)c2ccc(C)cc21,i,14,1.1%,-8%,8,16,/,/,-0.9,1079,0.084,-0.12,0.38,-0.0076,1.2,1.1,4.4,i
C=CCc1ccc(O)c(-c2cc(CC=C)ccc2O)c1,i,-11,1.5%,10%,74*,54*,-0.18,1400,1.6,1084,-2.3,0.48,-1.1,-3.4,3.6,0.8,14,i
CCCNC(=S)N1CCC(NC(=O)C2CCCCC2)CC1,i,6,-0.9%,-13%,13,2,-0.79,1584,0.6,1396,-0.3,-0.2,-0.84,0.19,2.2,1.8,3.2,i
CC1CC(C)(C)NC(=S)N1CCCC(=O)Nc1ccc(F)c(F)c1 (stereo not drawn),i,1,-0.7%,-6%,5,13,-0.96,1285,-1.9,1089,1.3,-0.3,0.87,-1.4,7.6,2.0,7.9,i
CC(C)(C)CC(=O)Nc1ccccc1N1CCN(c2ccccc2)CC1,i,19,-1.5%,-3%,36,21,0.26,1399,0.3,1083,-0.39,-0.25,-0.12,0.048,3.5,2.3,6.6,i
O=C(Nc1ccc(NC(=O)c2sc3ccccc3c2Cl)cc1Cl)c1ccco1,i,8,-0.4%,31%,3,-12,0.7,1699,3.2,1226,0.14,0.11,-0.041,0.073,1.6,1.9,7.5,/
Cc1ccc(OCC(=O)N/N=C/c2ccco2)cc1,i,-8,-0.8%,-11%,1,-1,0.9,773,/,/,-0.14,-0.21,-0.23,0.34,0.8,1.6,11,i
Cc1nnc(NC(=O)CSc2ccc(-c3ccco3)nn2)s1,i,3,17%,54%,0,-1,-0.4,1319,1.0,1104,-0.52,-0.22,-0.33,0.51,2.2,2.0,6.8,i
COc1ccc(CN2CCCC2C(=O)Nc2ccc(OC)c(OC)c2)cc1OC (stereo not drawn),i,6,-1.3%,-1%,-12,-14,-0.47,1349,1.3,1084,0.56,-0.38,0.22,-0.42,3.1,2.3,6.1,i
CCC(C)[C@H](NC(=O)NCc1ccco1)C(=O)OC (stereo partly drawn),/,/,-1.1%,1%,/,/,0.04,1310,-1.0,1080,-0.49,-0.27,-0.32,0.77,/,/,/,i
O=C(NCC(=O)N1CCN(S(=O)(=O)/C=C/c2ccccc2)CC1)c1ccc(Cl)cc1,/,/,11%,8%,/,/,-0.41,1130,0.0,1267,-0.6,-0.76,-0.14,0.4,/,/,/,i
CN1CCc2c(sc3c2c(=O)n(-c2ccccc2)c2nnc(SCc4ccc(Cl)cc4)n32)C1,i,0,-1.3%,-8%,11,-6,/,/,/,/,2.6,-0.09,1.5,-1.8,1.5,1.9,3.6,i
CCn1c(C)[n+](CC(O)COCC2CC=CCC2)c2ccccc21 (stereo not drawn),i,-1,-0.6%,-6%,-3,5,-1.9,920,/,/,-1.1,-0.043,-0.52,0.56,1.1,1.2,11,i
COc1ccccc1NC(=S)NCc1ccc2c(c1)cc(C)n2C,i,-7,-0.8%,22%,1,-16,-1.6,1575,-0.9,990,-0.77,-0.2,-0.57,0.41,3.1,3.4,8.1,i
O=C(COc1ccc([N+](=O)[O-])cc1Cl)NCCc1ccccc1,i,1,-2.1%,-11%,9,15,0.27,1280,/,/,-0.9,-0.31,-0.94,0.83,4.5,2.1,8.4,i
CCCNC(=O)COc1ccccc1[N+](=O)[O-],i,-21,-0.7%,15%,-6,0,-0.6,1557,2.5,1000,-0.36,-0.23,-0.33,0.095,4.2,3.8,9.5,i
O=C(Nc1cccnc1)c1ccc(N2CCCC2)c([N+](=O)[O-])c1,i,-16,-2.3%,-5%,15,-1,0.58,1574,1.2,934,-0.8,-0.24,0.00053,0.038,5.5,4.2,7.1,i
CCn1c(=O)n(-c2ccc(Cl)cc2)c(=O)c2c3c(sc21)COC(C)(C)C3,i,-8,-1.7%,11%,-1,-13,0.85,1485,-2.0,1369,0.66,-0.24,-0.31,-0.32,3.1,1.3,1.0,i
CC(C)CC(NC(=O)OC(C)(C)C)C(=O)O (stereo not drawn),/,/,-1.0%,-26%,/,/,0.09,1026,-1.2,1409,1.2,-0.23,1.7,-1.6,/,/,/,i
Cc1cc2cc(C)c3nnc(SCC(=O)NCc4ccc5c(c4)OCO5)n3c2cc1C,i,-3,-1.8%,18%,-1,-30,/,/,/,/,-0.23,-0.23,-0.42,0.62,1.1,1.3,8.8,i
CCOC(=O)c1ccc(N/C=C2\CCCCC2=O)cc1,i,34,4.7%,2%,3,-13,-0.32,951,-4.3,1175,0.6,-0.23,0.12,0.85,2.1,1.9,6.9,i
COc1ccc(-c2c(O)c(C#N)c(-c3ccccc3)n(-c3ccc(OC)cc3)c2=O)cc1,i,11,0.8%,44%,-1,1,/,/,-0.1,941,-1,0.96,0.05,0.94,2.7,3.2,4.3,i
Cc1ccc2nc3c(cc2c1)c(NC(=O)c1cccnc1)nn3C,i,-12,0.8%,1%,-7,3,0.77,1228,2.1,1170,-0.4,0.015,-0.018,-0.22,3.6,2.0,7.1,i
COc1ccc2nc(C)cc(SCC(=O)Nc3c(C)cc(C)cc3C)c2c1,i,-1,4.6%,64%,-3,-17,/,/,/,/,-0.29,-0.22,-0.46,0.27,1.4,1.8,7.8,i
C/C=C/C=C/C(=O)[C@@H]1[C@@H]([C@]2(C)OC(=O)C(C)=C2O)[C@H]2/C(=C(O)/C=C/C=C/C)C(=O)[C@]1(C)C(=O)C2(C)O (stereo partly drawn),/,/,27%,20%,/,/,0.45,1071,2.4,1027,-1.6,0.034,-0.64,-0.85,/,/,/,i
O=C(CNCc1ccc(F)cc1)Nc1ccccc1-c1ccccc1,i,-8,-0.9%,-10%,6,5,-0.4,1288,-0.8,990,-0.25,-0.17,-0.34,0.0087,2.3,4.5,11,i
CSc1nc2nc3c(cc2c(=O)n1-c1ccccc1)COC(C)(C)C3,i,-6,0.3%,-7%,-4,-17,-0.94,1511,0.5,1501,1.5,-0.36,-0.095,0.42,4.8,2.2,15,i
CCC(=O)Nc1cc(C(=O)NCC2CCCN2CC)c(OC)cc1N(C)C (stereo not drawn),i,4,-0.7%,8%,-2,-59,-0.01,1263,2.5,1099,-0.27,-0.24,0.53,0.14,2.3,3.4,15,i
Cn1nnnc1SCSc1nnnn1C,i,-2,1.4%,6%,32,-20,-0.35,1278,2.1,1203,-0.28,0.0033,0.037,1,2.6,1.4,6.9,i
Cc1cc(Br)ccc1SCC(=O)OCC(=O)Nc1ccccc1C#N,i,-12,3.0%,33%,-5,-4,0.07,1575,-2.9,1139,-0.35,-0.24,-0.45,0.43,4.9,2.6,9.8,i
Cc1ccccc1C(=O)NC(=S)Nc1ccccc1C(=O)O,i,-5,-0.4%,11%,-13,8,2.5,1604,-4.8,1083,0.029,0.16,0.35,0.2,5.2,3.1,8.2,i
